MBNL1-CUG inh – MBNL1-poly(CUG) RNA binding inhibition; 0.036% of 280,000 active; Q9NR56; AID 2675; Potency, µM (series often up to 57.5 µM), inactives show at the top dose activity change, negative = inhibition, actives largely listed as inhibitors; TR-FRET MBNL1-His/biotin-(CUG)12 binding, 665/545 ratio; active means well fitted inhibition curve with a large enough effect in the signal ratio, with a control signal flat, not every such curve was filed as active; inconclusive means small, poorly fitted or top-dose-only effect, or effect the other way, or a change in a side signal; inactive means no such curve, though single readings can be large or run the other way; the % refers to the signal ratio; further: on the % scale 0 is the no-effect control and ±100 the full control effect
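Ratiometric TR-FRET (665 over 545 nm, excitation 340 nm) tracks disruption of MBNL1-His/biotin-(CUG)12 complex after 60 min at room temperature, with compounds at 92 nM to 58 uM final.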
p53 reactivator – mutant p53 re-activation in reporter cells. 0.063% of 320,000 active. H1299 p53-A138V BP100-luciferase reporter, luminescence, 24 h. Potency, µM (titrated, usually from 92.2 µM), inactives show at the highest dose activity change, positive = activation, hits mostly activators; further: % of control where 0% means no effect; nearly all actives have a fitted effect of over 45% in size
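H1299 (p53-null), stable ts p53-A138V + BP100-Luc; 1000 cells/well, Opti-MEM/10% FBS; cpd 4 pt, 1:5; 24 h, 37 deg C, 5% CO2; detection reagent 10 min RT; luminescence.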
RORg inh – ROR gamma (mouse) transcription inhibition. P51450. Potency, µM (doses to about 53.6 µM), for inactives: at the highest dose activity change, negative = inhibition, hits mostly inhibitors. 5.4% of 310,000 active. Drosophila S2 Gal4-RORgamma UAS-luciferase reporter, 20 h; further: on the % scale 0 is the no-effect control and ±100 the full control effect; nearly all actives have a fitted effect of over 60% in size
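Stable Schneider cell line, Gal4 DNA-binding domain fused to ROR gamma, UAS-luciferase. Cmpd 1 hr RT → CuSO4 700 uM final → 20 hr RT → luciferase reagent 10 min → luminescence.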
FLuc modulator – firefly luciferase modulation, counter-screen for miR-21 project. AID 588342. Potency, µM (series often up to 57.5 µM), inactives show at the highest dose activity change, negative = inhibition, actives largely listed as inhibitors. 6.9% of 360,000 active. purified FLuc, Km substrates, luminescence inhibition. P08659;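 further: plate controls were vehicle for no effect and reference inhibitor for full effect; nearly all actives have a fitted effect of over 55% in size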
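Purified P. pyralis luciferase, 10 nM final, with Km-level 10 uM D-luciferin and 10 uM ATP in 50 mM Tris acetate pH 7.5, 10 mM Mg acetate, 0.01% Tween-20, 0.05% BSA; 6-point qHTS titration about 60 µM downward; luminescence read.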
uPA surface inh – inhibitors of cell surface uPA generation. cell surface uPA generation assay, qHTS. Potency, µM (top dose mostly 38.3 µM), for inactives: top-dose activity change, negative = inhibition, usual class: inhibitors. 0.31% of 330,000 active. AID 540303; active means well fitted inhibition curve with a large enough effect; inconclusive means small, poorly fitted or top-dose-only effect; inactive means no such curve, though single readings can be large or run the other way; tested in mouse RAW 264.7 cells; further: on the % scale 0 is the no-effect control and ±100 the full control effect; nearly all actives have a fitted effect of over 55% in size
ELG1 genotox – genotoxicity induction in ELG1-luciferase HEK293T cells; HEK293T ELG1-luciferase reporter, luminescence, 16 h; Potency, µM (top dose mostly 46 µM), for the others: top-dose activity change, positive = activation, hits mostly activators; 1.3% of 330,000 active; AID 504466; further: % of control where 0% means no effect; nearly all actives have a fitted effect of over 60% in size
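Luminescence read-out: rising ELG1-luciferase signal, reflecting elevated ELG1 protein under genetic stress, flags genotoxic compounds. Cells were treated for 16 hr at 37 °C before ONE-Glo detection.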
Rab9 promoter act – activators of Rab9 promoter. Huh7 Rab9 promoter-luciferase reporter, luminescence, 24 h. Potency, µM (doses to about 9.22 µM), inactives show at the highest dose activation, negative = inhibition, actives largely listed as activators. 2.8% of 320,000 active. AID 485297; further: % of control where 0% means no effect; nearly all actives have a fitted effect of over 60% in size
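Cells were plated at 1500 per well in reduced-serum medium with 10% FBS and left 2 h. Compound in DMSO was then added for 24 h at 37 °C. Reporter signal was read by luminescence after 10 min with luciferase detection reagent.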
MLL CXXC-DNA inh – MLL CXXC-DNA interaction inhibition. Q03164. MLL-CXXC / FITC-HOXA9 DNA fluorescence polarization. Potency, µM (series often up to 115 µM), without a hit: top-dose activity change, negative = inhibition, hits mostly inhibitors. 0.037% of 290,000 active; active means well fitted inhibition curve with a large enough effect in the polarisation, with a control signal flat, not every such curve was filed as active; inconclusive means small, poorly fitted or top-dose-only effect, or effect the other way, or a change in a side signal; inactive means no such curve, though single readings can be large or run the other way; the % refers to the polarisation
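Purified MLL-CXXC (added from a 7 uM solution) was preincubated 5 min at ambient with pinned compounds in 50 mM Tris-HCl pH 7.5, 50 mM NaCl, 1 mM DTT, 0.05% BSA. Fluorescein-labeled HOX-A9 DNA (50 nM solution) followed, 30 min, then polarization read.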
BRCA1 expr up – activators of BRCA1 expression; MCF7-BRCA1-FFLuc reporter, luminescence, 48 h; response scale: scaled: vehicle 0%, 10 µM genistein 100%; Potency, µM (titrated, usually from 46.1 µM), for the others: at the highest dose activation, actives largely listed as activators; 1.1% of 380,000 active; further: nearly all actives have a fitted effect of over 80% in size; some results filed as inactive show a strong effect at the top dose
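MCF7-BRCA1-FFLuc, 2000 cells/well; 2 h attach, 37 °C/5% CO2; compound 48 h; luciferase substrate 15 min; luminescence end-point. Norm. to genistein 10 microM max activation and DMSO; concentration-response curves fitted.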
NPC1 promoter act – activates the NPC1 promoter. 2.4% of 320,000 active. Huh7 NPC1 promoter luciferase reporter, 24 h. Potency, µM (series often up to 9.22 µM), inactives show at the top dose activation, actives largely listed as activators;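 further: % of control where 0% means no effect; nearly all actives have a fitted effect of over 60% in size; reporter is driven by a mutant NPC1 promoter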
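Luciferase expression driven by the NPC1 promoter was measured in stably transfected Huh7 cells after a 24 h compound incubation, using a luciferase reagent and a luminescence read.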
VP16 counter – counter-screen for ROR gamma inhibitors: Gal4-VP16 reporter. Drosophila S2 Gal4-VP16 UAS-luciferase, luminescence, 20 h. Potency, µM (series often up to 53.6 µM), inactives show at the highest dose activity, negative = inhibition, hits mostly inhibitors. 3.5% of 310,000 active. AID 2546;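 further: Gal4-VP16 expression switched on by copper sulfate through the metallothionein promoter; on the % scale 0 is the no-effect control and ±100 the full control effect; nearly all actives have a fitted effect of over 50% in size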
Active calls of the source: *; ? = inconclusive; nt = not tested or not shown; [ ] = dose if it differs, or a comment. Unless noted, the call rests on the fitted dose curve; in most records, active means well fitted curve in the direction sought with a large enough effect; inconclusive means small, poorly fitted or top-dose-only effect, or another doubt; inactive means no such curve, though single readings can be large; an effect the other way counts as inactive or inconclusive. Potency means the concentration at half of the fitted maximal effect. A portion of the library (hit frequency here may not be typical).

structure,MBNL1-CUG inh,p53 reactivator,RORg inh,FLuc modulator,uPA surface inh,ELG1 genotox,Rab9 promoter act,MLL CXXC-DNA inh,BRCA1 expr up,NPC1 promoter act,VP16 counter
CC(C)(C)C(=O)CSc1ccc(S(=O)(=O)N2CCN(Cc3ccccc3)CC2)cn1,nt,1%,nt,6%,1%,-1%,-7%,nt,-41%,0%,nt
CCOc1cc(C(N)=O)cc(Br)c1OC,-5%,-15%,4%,-2%,2%,-10%,-6%,3%,9%,-1%,-11%
O=C(NC(Cc1ccccc1)C(=O)O)/C(=C\c1ccc(Cl)cc1)NC(=O)c1ccco1 (configuration not stated),10%,nt,nt,-1%,19%,-1%,0%,-24%,-4%,8%,nt
N#C/C(=C\c1ccc(-c2ccccc2)o1)C(=O)Nn1cnnc1,?,2%,0%,19µM*,2%,1%,-1%,-21%,1%,-1%,0%
Cc1nn(C)c(Cl)c1CN1CCN(CC(C)C)C(CCO)C1 (configuration not stated),-3%,-1%,-14%,-2%,0%,-1%,3%,29%,-47%,-6%,-5%
Cc1cc(NC(=O)CSc2nnnn2-c2ccc(C(C)C)cc2)no1,-2%,-4%,12%,6%,1%,-8%,-1%,-4%,-28%,1%,-6%
CCCOc1ccc(C(=O)NCC(c2ccco2)N(C)C)cc1OC (configuration not stated),-9%,-7%,7%,-1%,5%,2%,3%,14%,-12%,0%,-9%
CCOC(=O)C1(Cc2cccc(Cl)c2)CCCN(C(=O)CCC(=O)N(C)C)C1 (configuration not stated),-3%,-4%,-14%,1%,-2%,-2%,2%,5%,18%,-5%,-14%
OC1(CC#CCN2CCCCC2)c2ccccc2-c2ccccc21,nt,-1%,3%,-3%,7%,0%,-5%,23%,35%,-2%,-1%
Cc1cccc(NC(=S)Nc2cccc3ccccc23)c1,?,7%,7.1µM*,-8%,-11%,-3%,4%,-6%,-45%,13%,8.9µM*
COCCCN1C(=O)C(=O)/C(=C(/O)c2ccc(S(=O)(=O)N3CCOCC3)cc2)C1c1cccc(Cl)c1 (configuration not stated),?,-2%,-5%,2%,4%,-1%,-3%,18%,1%,-6%,-4%
Cc1cc(=O)c(C(=O)O)nn1-c1ccccc1Cl,-2%,-7%,-5%,-1%,3%,-12%,0%,-5%,-23%,-5%,-1%
Cc1ccc(NC(=O)CN2C(=O)COc3ccc(C)cc32)nc1,7%,-6%,2%,0%,12%,-1%,-4%,4%,1%,-4%,2%
COc1ccccc1-n1cnnc1SC(C)C(=O)NCC1CCCO1 (configuration not stated),nt,1%,nt,0%,-8%,0%,-1%,nt,18%,-1%,nt
Cc1ccc(C2(C)NC(=O)N(CC(=O)Nc3nc(-c4ccccn4)cs3)C2=O)cc1 (configuration not stated),nt,-9%,nt,?,-29%,-8%,-4%,nt,-85%,-6%,nt
CCc1ccc(OCC(=O)NNC(=O)c2c(CC)noc2C)cc1,nt,8%,nt,2%,7%,0%,-2%,nt,-7%,0%,nt
O=C1N=c2ccccc2=C1c1sc(=S)n(Cc2ccccc2Cl)c1O,nt,1%,7%,-5%,-4%,0%,0%,1%,-64%,-1%,-2%
CCC(C)[C@@H](CN(N=O)[C@@H](Cc1ccccc1)CN(C)N=O)N(CCc1ccccc1)N=O (some centres not stated),-2%,-1%,36%,2%,3%,-7%,2%,-10%,0%,0%,-10%
CCC(c1ccccc1)c1nc(-c2cccnc2)no1 (configuration not stated),-9%,1%,7%,-6%,-2%,-3%,-5%,-5%,-9%,2%,?
COc1ccc2c(c1OC)C(=O)N1c3ccccc3COC21 (configuration not stated),-6%,?,-17%,3.4µM*,-14%,?,1.8µM*,0%,?,3.5µM*,?
COc1ccc(N2CCN(C(=O)CNC(=O)c3ccco3)CC2)cc1,0%,-7%,6%,-1%,16%,6%,10%,-11%,-23%,2%,-2%
O=C(Nc1ccc([N+](=O)[O-])cn1)c1cc(-c2cccc(Br)c2)nc2ccccc12,2%,0%,-8%,-16%,5%,0%,-5%,10%,-42%,-4%,-2%
Cc1sc2ncn(CC(=O)NCCN3CCOCC3)c(=O)c2c1S(=O)(=O)N1CCC(C)CC1,-1%,-4%,3%,1%,-4%,-7%,-1%,-23%,-2%,5%,-4%
CSc1nc(-c2ccccc2)nc(NC(=O)C(C)C)c1C(C)=O,nt,-1%,4%,2%,-13%,-1%,2%,17%,-26%,15%,5%
COc1ccc(-c2ocnc2C(=O)N2CCN(C(c3ccccc3)c3ccccc3)CC2)cc1,0%,-4%,?,-8%,-2%,-12%,-1%,13%,-60%,-4%,-16%
Cc1cccc(OCC(=O)OCC(=O)c2c(N)n(C)c(=O)n(C)c2=O)c1,-6%,8%,5%,4%,14%,2%,-2%,-2%,-28%,-1%,1%
CCCCc1ccc(-c2csc(/C(C#N)=C/c3ccco3)n2)cc1,nt,3%,12%,-18%,4%,0%,4%,6%,?,-5%,-10%
COC(=O)c1c(C(=O)OC)c(-c2ccc(Cl)c(Cl)c2)n2c1CCC2,12%,-30%[inhibitor],23%,4%,12%,-5%,3%,14%,-51%,-1%,0%
O=S(=O)(NCCS(=O)(=O)N1CCN(c2ccccc2)CC1)c1ccc(F)cc1,nt,13%,nt,3%,1%,2%,-4%,nt,-1%,-1%,nt
NC(=O)COC(=O)c1ccc2noc(-c3ccccc3)c2c1,?,4%,14%,-9%,-5%,14%,29%,5%,?,4µM*,-5%
C=CCn1c(=O)/c(=C2/Sc3cc(OC)ccc3N2C)s/c1=C1\C(=O)N(CC)C(=S)N1C,15%,2%,?,?,nt,-7%,-11%,-8%,nt,-24%,3%
CCOC(=O)c1c(C)n(C)c2cc(Br)c(O)c(O)c12,-1%,2%,3%,?,-24%,9%,2%,11%,2%,-2%,-16%
CCOC(=O)C1=CN(Cc2ccc(OC)cc2)C=C(C(=O)OCC)C1c1cccs1,3%,-2%,27%,-2%,1%,0%,-4%,13%,-34%,-6%,1%
CCOC(=O)c1c(CSc2ccccc2)oc2cc(Br)c(O)c(CN(C)C)c12,-4%,-4%,4%,2%,-5%,-8%,-12%,-16%,-19%,-5%,-7%
O=C(OCC(=O)N1CCN(c2ccccc2)CC1)c1ccc(Cl)cc1[N+](=O)[O-],nt,13%,nt,-3%,-11%,-4%,-1%,nt,-11%,7%,nt
CCN(Cc1nc2ccccc2c(=O)[nH]1)C(=O)COc1ccccc1-c1ccccc1,nt,-5%,nt,1%,-3%,-4%,8%,nt,-4%,-1%,nt
O=C(O)/C=C/c1cccc(NC(=O)c2ccccc2)c1,3%,3%,-4%,?,4%,0%,14%,-3%,11%,1%,-7%
O=C(CSc1nnc(-c2ccccc2)n1Cc1ccco1)Nc1ccc(S(=O)(=O)N2CCCC2)cc1,-4%,-4%,?,2%,nt,-12%,1%,1%,-42%,1%,9%
NC(=O)Cn1c(=O)n(CCCC(=O)NC2CCN(Cc3ccccc3)CC2)c(=O)c2ccccc21,-16%,-1%,2%,0%,8%,3%,2%,0%,-1%,-1%,-6%
CSc1ccc(C2(O)Cc3cccc[n+]3C2c2ccccc2)cc1 (configuration not stated),13%,-1%,1%,-2%,4%,-1%,0%,6%,4%,1%,5%
N#CC(C#N)=Cc1cc2ccccc2nc1N1CCOCC1,9%,9%,16%,1%,-2%,9%,9%,?,-10%,9%,?
CCn1c(=O)c(-[n+]2ccccc2)c(O)c2ccccc21,0%,-6%,-3%,3%,-1%,-4%,-6%,6%,0%,-2%,1%[0.365 µM]
O=S(=O)(c1ccc(NC(=S)N/N=C/c2cccc(Oc3ccccc3)c2)cc1)N1CCOCC1,0%,16%,0.89µM*,-2%,3%,11%,-5%,-2%,-15%,-8%,-7%
Cc1nnc(Oc2ccccc2)c2ccccc12,-12%,?,11%,?,-8%,17%,15%,4%,?,-3%,?
CCS(=O)(=O)N1CCCC(C(=O)NC2CCCC2)C1 (configuration not stated),7%,-2%,-1%,3%,1%,-2%,1%,3%,20%,1%,0%
CCNc1oc(-c2cccc3ccccc23)nc1C#N,-13%,nt,2%,?,0%,nt,nt,-1%,71%,nt,16%
C=CCN=C1CC(C)(C)CC(=O)/C1=C(/O)CCC(=O)OC,0%,-7%,-6%,-1%,-7%,3%,0%,-16%,5%,0%,5%
